tim23-1 inh: tim23-1 yeast growth inhibition | S. cerevisiae tim23-1 growth, BacTiter-Glo luminescence, 24 h | inhibition, % at 20 µM | 1.3% of 330,000 active | AID 463212;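 active = growth inhibition of the mutant yeast at or above 50%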;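 note: temperature-sensitive mutant grown at 25 °C; plate controls were DMSO-treated mutant yeast for no effect and medium wells lacking yeast for full effect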
APJ antag: antagonists of human APJ apelin receptor. 0.32% of 330,000 active. inhibition, % at 20 µM. AID 2521. CHO-K1 APJ beta-arrestin complementation, luminescence;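 active = inhibition above about 40% at 20 µM, limit read from the data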;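 note: cells challenged with 10 nM apelin-13 agonist together with compound; plate controls were apelin-13 plus DMSO wells for no effect and DMSO wells lacking apelin-13 for full effect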
UPR CHOP act: apoptotic UPR (CHOP) activation; AID 449763; activation, % at 10 µM; 0.34% of 330,000 active; CHO-CHOP luciferase reporter, luminescence; percent of tunicamycin response over DMSO baseline;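 active = at 10 µM dose, activation of 40% or more, normalized to positive control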;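 note: 100% = tunicamycin at 10 µg/mL and 0% = DMSO alone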
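Assay system: CHO cells with stable CHOP pathway luciferase reporter; Buffer or medium: F12 plus 10% serum; Times: 16-18 h cell attachment, then 6 h compound exposure, 37 °C; Signal: luciferase luminescence; Read-out basis: percent activation relative to tunicamycin control; Control set: tunicamycin high control, DMSO low control.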
Mdm2 MdmX PPI: disrupts the human Mdm2-MdmX interaction; O15151+Q00987; SaOS-2 split-luciferase Mdm2/MdmX complementation, luminescence; inhibition, % at 8 µM; 3% of 330,000 active; AID 485346;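 active = inhibition of at least 50% at 8 µM in the primary screen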
Target sequence (O15151 whole entry, looked up): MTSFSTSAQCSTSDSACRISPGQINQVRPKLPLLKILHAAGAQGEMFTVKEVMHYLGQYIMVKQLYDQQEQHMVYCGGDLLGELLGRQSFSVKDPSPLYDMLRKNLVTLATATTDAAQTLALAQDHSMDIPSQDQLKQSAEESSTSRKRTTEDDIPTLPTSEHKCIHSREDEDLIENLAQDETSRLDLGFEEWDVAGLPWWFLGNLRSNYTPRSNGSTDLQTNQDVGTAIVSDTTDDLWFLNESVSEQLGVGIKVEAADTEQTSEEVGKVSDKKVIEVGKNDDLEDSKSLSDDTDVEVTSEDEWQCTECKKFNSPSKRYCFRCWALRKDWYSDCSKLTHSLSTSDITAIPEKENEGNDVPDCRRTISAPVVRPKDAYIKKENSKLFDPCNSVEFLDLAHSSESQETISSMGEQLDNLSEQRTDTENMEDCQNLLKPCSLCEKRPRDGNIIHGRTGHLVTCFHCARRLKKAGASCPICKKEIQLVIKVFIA
Target sequence (Q00987 whole entry, looked up): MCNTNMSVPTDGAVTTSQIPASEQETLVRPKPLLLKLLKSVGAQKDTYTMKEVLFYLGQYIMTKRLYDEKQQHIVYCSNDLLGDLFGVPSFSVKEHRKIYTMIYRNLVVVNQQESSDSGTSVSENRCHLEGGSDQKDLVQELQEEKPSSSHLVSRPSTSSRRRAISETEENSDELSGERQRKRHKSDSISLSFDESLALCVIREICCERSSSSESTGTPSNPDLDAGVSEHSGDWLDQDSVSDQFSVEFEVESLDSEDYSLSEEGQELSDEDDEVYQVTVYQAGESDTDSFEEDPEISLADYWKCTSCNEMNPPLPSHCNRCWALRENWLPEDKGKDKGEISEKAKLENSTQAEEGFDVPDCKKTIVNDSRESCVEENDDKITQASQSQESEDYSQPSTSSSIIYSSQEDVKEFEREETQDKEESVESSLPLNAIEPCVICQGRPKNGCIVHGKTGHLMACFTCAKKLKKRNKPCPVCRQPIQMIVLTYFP
Jurkat NFkB inh: inhibitors of the PMA/ionomycin-induced NF-kB reporter in Jurkat cells; inhibition, % at 4 µM; AID 435003; PMA/ionomycin-induced NF-kB luciferase reporter, luminescence; 0.53% of 330,000 active; in the data active = inhibition above about 50%
UPR XBP1 act: activators of adaptive arm of unfolded protein response (XBP1). 0.33% of 330,000 active. CHO-XBP1 luciferase reporter, IRE1-XBP1 UPR activation, luminescence; percent of tunicamycin response, DMSO as zero. activation, % at 20 µM;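 active = versus positive control, 20 µM dose yields 30% or more activation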;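 note: 100% = tunicamycin at 10 µg/mL and 0% = DMSO only wells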
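incubation = overnight seeding at 37 °C, 6 h compound treatment at 37 °C | assay system = CHO-XBP1 cells stably carrying IRE1-XBP1-driven luciferase reporter | input = 1000 cells per well | detection = luciferase luminescence | dosing = single point, 20 µM final compound, 1% DMSO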
697 NFkB inh: inhibitors of the PMA/ionomycin-induced NF-kB reporter in 697 B cells | inhibition, % at 4 µM | 697 B-cell NF-kB luciferase reporter, 16 h | 0.33% of 330,000 active; in the data active = inhibition above about 35%
APJ ag: agonists of human APJ apelin receptor; 0.11% of 330,000 active; CHO-K1 APJ PathHunter beta-arrestin, luminescence; 0% DMSO wells, 100% apelin; activation, % at 20 µM; P35414;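 active = activation more than six SD over the plate average, tested at 20 µM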;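 note: 0% = DMSO alone and 100% = apelin-13 at 10 nM; some results filed as inactive read as strong as hits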
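assay system = CHO-K1 APJ beta-arrestin complementation cell line | input = cell density 1000 per well | dosing = compound 20 µM once, DMSO 1% | timing = compound 90 min 25 °C, reagent 1 h | measured by = luminescence from split beta-galactosidase complementation, Galacton Star/Emerald II substrate | read-out basis = APJ agonist activity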
Starred values were filed as active, the others as inactive.

A first look (3 entries):
SMILES	tim23-1 inh	APJ antag	UPR CHOP act	Mdm2 MdmX PPI	Jurkat NFkB inh	UPR XBP1 act	697 NFkB inh	APJ ag
Cc1oc(-c2ccccc2F)nc1CS(=O)(=O)CC(=O)N1CCOCC1	14	3	1.9	7	4	-5	5	-4
CCCCN(C)CCCNC(=O)CN1N=C(c2ccc(Cl)cc2)CCC1=O	-1	9	1.5	20	-18	-3	-2	-3
COc1ccc(C(=O)O/N=C(\C)c2nccs2)cc1	15	10	4.2	7	7	-3	-4	-1

This part in full, repeating the preview:
SMILES	tim23-1 inh	APJ antag	UPR CHOP act	Mdm2 MdmX PPI	Jurkat NFkB inh	UPR XBP1 act	697 NFkB inh	APJ ag
Cc1oc(-c2ccccc2F)nc1CS(=O)(=O)CC(=O)N1CCOCC1	14	3	1.9	7	4	-5	5	-4
CCCCN(C)CCCNC(=O)CN1N=C(c2ccc(Cl)cc2)CCC1=O	-1	9	1.5	20	-18	-3	-2	-3
COc1ccc(C(=O)O/N=C(\C)c2nccs2)cc1	15	10	4.2	7	7	-3	-4	-1
Cc1ccc(C(=O)NCc2cccnc2)o1	-8	3	1.0	20	-1	-5	2	3
COc1ccc(NC(=O)CSc2cccc3cccnc23)c(OC)c1	16	3	-3.2	-1	-9	1	1	-2
Brc1ccc(-c2nnc3c4ccccc4nc(N4CCOCC4)n23)cc1	32	10	1.2	1	14	2	-43	0
O=C(O)C1=C[C@H](c2cccs2)C[C@H](OCc2ccc(CO)cc2)O1	17	19	1.0	10	1	6	-5	0
COc1ccc(C(=O)N2CCN=C2SCc2cccnc2)c(OC)c1	-3	-8	0.4	2	18	-5	-11	4
COc1cccc(NC(=O)CN(C)CC(=O)Nc2ccc(C)cc2Cl)c1	1	-35	-2.3	28	2	0	19	-2
CC(C)CC(NC(=O)C1CCC(C)CC1)C(=O)Nc1ccccc1F (stereo not drawn)	7	12	1.2	0	13	1	9	-2
CC(NC(=O)C1CCN(S(=O)(=O)c2cccc3nonc23)CC1)c1ccccc1 (stereo not drawn)	-4	8	1.5	-16	6	3	6	0
O=C(Cc1ccccc1[N+](=O)[O-])NC1CCN(Cc2ccccc2)CC1	10	10	-1.6	-3	13	-2	13	-6
COc1ccc(CCN=C(N)NS(=O)(=O)c2cccs2)cc1	2	8	-1.2	15	-7	-3	1	-2
Cc1cc2c(c(=O)n1CCc1ccccc1)C(C(C)C)C(C#N)=C(N)O2 (stereo not drawn)	-1	-16	-0.8	10	-11	0	-37	2
CCOC(=O)N1CCC(Nc2ncnc3c2cnn3-c2ccc(C)cc2C)CC1	11	-62	2.1	25	18	0	5	-4
Cc1ccc(-c2cc3nc(-c4ccccc4)cc(N)n3n2)cc1	-2	2	3.5	-100	-100	1	-103	-1
N#Cc1cccc(NC(=O)c2nc(-c3ccccc3)n(-c3ccccc3)n2)c1	24	-7	-0.1	13	-8	-4	15	1
C[C@H](NC(=O)c1nc[nH]c1C(=O)N1CCN(C(=O)OC(C)(C)C)CC1)c1ccccc1	6	-10	-0.2	0	-1	-3	8	-3
CC(C)CNC(=S)NNC(=O)c1ccc2c(c1)OCO2	1	-8	0.6	6	-9	0	-36	-2
COc1ccc(-c2nc(C3CCCCC3)c3cc(OC)ccc3n2)cc1	5	9	1.2	-35	-8	-1	-12	4
Clc1nc2ccccc2cc1-c1nnn(-c2ccccc2)n1	0	-11	3.2	-281	-101	1	-125	-5
CCOC(=O)C1=C(C)N(C)C(=S)NC1c1ccccc1Cl (stereo not drawn)	17	22	-0.3	-15	-5	-3	14	6
Cc1ccc(C(C(=O)NC(C)(C)C)N(Cc2ccc3c(c2)OCO3)C(=O)c2ccc(CN3CCOCC3)o2)o1 (stereo not drawn)	3	-14	0.9	-11	3	0	-6	-2
Cc1ccc(NC(=O)/C=C/c2ccco2)nc1	2	-1	8.9	-10	15	14	-75	-4
COc1cc(NC(=O)c2ccc(-c3csc(C)n3)cc2)c(OC)cc1Cl	16	-15	1.8	13	-12	10	-21	2
O=C(CC(c1ccccc1)C1CCCCC1=O)c1ccco1 (stereo not drawn)	24	25	1.4	1	4	-1	20	-6
CCCn1nc(NC(=O)CC(C)C)c2cc3cccc(C)c3nc21	23	-1	2.4	-8	9	-5	14	-1
Cc1ccc(NC(=S)N2CCC(NC(=O)c3ccco3)CC2)cc1C	0	14	0.9	-8	-4	5	5	-1
O=C(c1cc(S(=O)(=O)N2CCOCC2)c(Cl)cc1Cl)N1CCCCC1CO (stereo not drawn)	4	13	0.7	21	5	-1	-8	-4
CCN1CCN(CC(=O)N2c3ccccc3Sc3ccccc32)CC1	-25	9	-0.6	-27	-14	2	-7	1
COc1ccc(-c2c(C)[nH]n3c(=O)c(Cc4ccccc4)c(C)nc23)cc1	12	9	3.8	36	1	2	13	-4
COc1ccc(COCC(O)CN2CCOCC2)cc1OC (stereo not drawn)	16	27	-2.6	9	-22	-2	-14	3
C#CCOCCOCCOCCNc1nc(N2CCN(C(=O)[C@H](CCCCN)n3cc(CCCC)nn3)CC2)nc(N2CCN(C(=O)[C@H](Cc3ccc(O)cc3)n3cc(CCO)nn3)CC2)n1	16	-7	-1.2	-2	2	2	-4	6
COc1ccc(S(=O)(=O)N2CCC3(CC2)CC(=O)c2ccccc2O3)cc1C	-3	2	0.5	21	-8	-1	15	-3
COc1ccc(/C=C(\NC(=O)c2ccc([N+](=O)[O-])cc2)C(=O)N2CCOCC2)cc1	15	-15	0.6	-6	3	0	4	3
CC(Nc1nc(-c2ccccc2)nc2ccccc12)c1ccccc1 (stereo not drawn)	58*	17	1.3	13	-18	-1	-12	-2
CCOc1ccc(-c2nc(CCl)cs2)cc1OC	11	-4	6.9	0	-19	10	-11	-1
CC1=C(C(=O)O)N2C(=O)C(NC(=O)c3ccn(C)n3)C2SC1 (stereo not drawn)	-5	16	-1.5	-2	7	-1	13	0
CCn1nc(C)cc1C(=O)Sc1ccc(C)cc1	-12	3	8.5	15	18	8	1	-6
CCNc1nc(NCC)nc(Oc2ccc(N)cc2)n1	10	-2	2.8	10	2	0	-5	0
CCN(c1ccccc1)S(=O)(=O)c1ccc(OC)c(NC(=O)CCc2nc3ccccc3c(=O)[nH]2)c1	13	11	-0.7	17	-1	-1	7	12
O=C(CNC(=O)c1ccccc1)OCC(=O)N1c2ccccc2Sc2ccccc21	21	8	2.7	-15	38	-2	-69	-1
CN(C)/C=C(\C=O)c1ccc(Cl)cc1Cl	5	-6	-1.2	15	-6	-3	-6	-2
CCN(CC)c1ccc(S(=O)(=O)N2CCOCC2)cc1NC(=O)c1cc(=O)c2ccccc2o1	-9	16	0.2	51*	4	9	6	-2
CCOC(=O)C1=C(C)OC(N)=C(C#N)C1c1ccc(O)c(OC)c1 (stereo not drawn)	25	24	-0.5	1	3	1	11	-4
CN(C)C1=NC[C@H](Cc2ccccc2)N1CCCCc1ccccc1	-4	13	-1.4	19	11	-4	-51	3
CC(=O)Nc1c(C)ccc(S(N)(=O)=O)c1C	25	-4	-1.8	-12	15	0	-14	-8
Cc1ccc(C(=O)Nc2ncc3c(n2)CC(c2ccco2)CC3=O)cc1 (stereo not drawn)	-8	0	-0.6	5	-50	2	11	-3
COC(=O)C1=C(C)N(Cc2ccc(OC)cc2)C(=O)C1	3	1	-2.3	1	1	-1	-1	0
CCOc1ccc(CCNC(=O)COC(=O)c2ccco2)cc1OCC	12	-9	-2.5	-2	-3	-3	17	-4

Compound profiles (already shown). Order of screens: tim23-1 inh | APJ antag | UPR CHOP act | Mdm2 MdmX PPI | Jurkat NFkB inh | UPR XBP1 act | 697 NFkB inh | APJ ag
Results for `COc1ccc(COCC(O)CN2CCOCC2)cc1OC` (stereo not drawn) = 16 | 27 | -2.6 | 9 | -22 | -2 | -14 | 3
Results for `CN(C)/C=C(\C=O)c1ccc(Cl)cc1Cl` = 5 | -6 | -1.2 | 15 | -6 | -3 | -6 | -2
Results for `Cc1oc(-c2ccccc2F)nc1CS(=O)(=O)CC(=O)N1CCOCC1` = 14 | 3 | 1.9 | 7 | 4 | -5 | 5 | -4
Results for `COc1ccc(C(=O)O/N=C(\C)c2nccs2)cc1` = 15 | 10 | 4.2 | 7 | 7 | -3 | -4 | -1

Other structures
SMILES	tim23-1 inh	APJ antag	UPR CHOP act	Mdm2 MdmX PPI	Jurkat NFkB inh	UPR XBP1 act	697 NFkB inh	APJ ag
COc1ccc(NC(=O)CCC(=O)N2CCN(S(=O)(=O)c3ccc(C)cc3)CC2)c(OC)c1	17	14	-0.2	15	4	-3	12	-6
COc1ccc(CCNC(=O)CCS(=O)(=O)c2cccc3nsnc23)cc1OC	2	13	-0.9	21	-6	-1	2	-9
Oc1ccc(-c2onc3ccc(Cl)cc23)cc1	-2	13	0.1	-2	-15	-2	-1	-1
O=C(O)c1ccc(/C=N/NC(=O)c2ccc(CN3c4cccc5cccc(c45)S3(=O)=O)cc2)cc1	30	-14	3.2	22	14	0	10	2
C[C@H]1CN([C@@H](C)CO)C(=O)c2cccc(NC(=O)Nc3ccc(C(F)(F)F)cc3)c2O[C@@H]1CN(C)Cc1ccc(Cl)c(Cl)c1	42	-24	17	72*	-37	13	-10	-1
CCn1c(=O)c(C(=O)NNC(=O)c2ccccc2F)c(O)c2ccccc21	2	8	2.9	18	8	0	2	-1
CC(=C/c1ccc(C(C)C)cc1)/C=N/NC(=O)c1ccncc1	1	-6	1.5	-3	-6	6	-33	3
Cc1ccc(S(=O)(=O)N2CCN(C(=O)COC(=O)/C=C/c3ccc(F)cc3)CC2)c(C)c1	8	5	3.3	0	3	-2	16	-1
CCN(CC)S(=O)(=O)c1ccc(NC(=O)CC(NC(C)=O)c2ccccc2)cc1 (stereo not drawn)	2	12	-3.4	5	7	0	10	-2
O=C/C=C/c1coc2ccc3ccccc3c2c1=O	40	16	1.9	-1	-12	0	-19	5
COc1ccc(CNS(=O)(=O)c2ccc3c(c2)CC(C)N3C(=O)C2CC2)cc1 (stereo not drawn)	27	2	-1.2	28	7	-4	-33	-3
COc1cccc(-c2nnc(N(C)C(=O)C3CCOC3)s2)c1 (stereo not drawn)	-6	-17	4.6	1	-20	0	-12	-2
CCOC(=O)c1cccc(NC(=O)CSc2nnc(COc3ccccc3C)o2)c1	-12	7	-1.3	13	-1	0	6	-6
COc1ccc(CNC(=O)CN(C(=O)CCC(=O)Nc2nccs2)c2cccc(C)c2)cc1	-12	2	-1.1	1	0	-5	-8	1
CC(C)Oc1ccc(C(=O)N(CN2CCCC2=O)c2ccc(F)cc2)cc1	3	13	1.3	9	-2	-1	-7	-2
COc1ccc(C(CNC(=O)c2cccc(S(=O)(=O)N3CCOCC3)c2)N2CCOCC2)cc1 (stereo not drawn)	-7	3	0.0	16	9	-3	4	-7
COc1ccc2oc(=O)c(C(=O)N3CCN(C(=O)c4ccco4)CC3)cc2c1	6	1	2.5	1	-6	-6	-4	-4
Cn1cnc([N+](=O)[O-])c1Sc1ccccc1	11	6	0.0	-9	9	0	-2	-1
O=C(CCNC(=O)N1CC(=O)Nc2ccccc21)NCc1ccc(F)cc1	-7	9	1.2	14	4	1	10	-3
CCN(c1ccccc1)S(=O)(=O)c1cc(C(=O)O)ccc1C	9	10	-1.5	26	8	-1	14	1
CCc1nc(C)ccc1OC(=O)C12CC3CC(CC(C3)C1)C2	26	3	2.1	10	-1	0	1	-3
COc1ccc(NC(=O)CN(C)C(=O)c2cccc(S(=O)(=O)N3CCN(C)CC3)c2)cc1	15	14	4.2	0	18	-3	-4	-4
Cc1nc2scc(C)n2c(=O)c1S(=O)(=O)Nc1ccc(N2CCOCC2)cc1	71*	-7	1.2	4	3	0	-18	11
